Nrf2 block = Nrf2 qHTS screen for inhibitors | A549 ARE-Fluc reporter, luciferase luminescence, 18-24 h | Potency, µM (highest dose often 46 µM), inactives show at the highest dose activity change, negative = inhibition, hits mostly inhibitors | 360,000 compounds, 2.1% hits | AID 504444, 2011; note: % is set by controls: 0 for no effect and ±100 for the full control effect; nearly all actives have a fitted effect of over 60% in size
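Cells were seeded and rested 2 h, then exposed to compounds for 18-24 h. CellTiter-Fluor was read first as a viability measure. BugLite was added 15 min before the final luminescent read of ARE-luciferase activity in A549 cells.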
MCF10A rereplic = A quantitative high throughput screen for small molecules that induce DNA re-replication in MCF 10a normal breast cells; MCF 10A DNA re-replication, Hoechst nuclear intensity, 48 h; Potency, µM (top dose mostly 46.1 µM), inactives show at the top dose activity, positive = re-replication, hits mostly activators; 350,000 compounds, 2.9% hits; AID 624296, 2012; note: % of control where 0% means no effect; nearly all actives have a fitted effect of over 50% in size
ATXN2 expr inh = Primary qHTS for Inhibitors of ATXN expression; AID 1745845, 2022; HEK-293 ATXN2-luciferase reporter, luminescence, 24 h; 360,000 compounds, 0.72% hits; Potency, µM (series often up to 57 µM), for the others: top-dose activity change, negative = inhibition, hits mostly inhibitors; note: % is set by controls: 0 for no effect and ±100 for the full control effect; nearly all actives have a fitted effect of over 55% in size
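ATXN2-luciferase reporter cells (luciferase flanked by upstream and downstream ATXN2 gene portions) were treated 24 h at 37 °C with compounds at up to 57 uM. SteadyGlo luminescence gave expression; GF-AFC fluorescence gave viability.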
A549 viability = Nrf2 qHTS screen for inhibitors: counterscreen for cytotoxicity; A549 ARE-Fluc cells, CellTiter-Fluor viability, 18-24 h; AID 504648, 2011; 390,000 compounds, 0.16% hits; Potency, µM (top dose mostly 46 µM), for inactives: top-dose activity change, negative = cytotoxicity, hits mostly inhibitors; note: % is set by controls: 0 for no effect and ±100 for the full control effect
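A549 ARE_Fluc cells in 5% FBS OPTI-MEM were exposed to compounds in concentration-response for 18-24 h at 37 deg C. Viability was read by CellTiter-Fluor fluorescence (Ex 405/Em 525) after 30 min, before the luciferase read.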
Nrf2 ARE act = qHTS of Nrf2 Activators; AREc32 ARE-luciferase reporter (MCF7-derived line), luminescence, 24 h; Potency, µM (top dose mostly 46.1 µM), without a hit: at the highest dose activation, hits mostly activators; 410,000 compounds, 0.31% hits; AID 624171, 2012; note: % of control where 0% means no effect; nearly all actives have a fitted effect of over 65% in size
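ARE-driven firefly luciferase activity in AREc32 cells measured after a 24 hr compound exposure at 37 deg C, using Steady-Glo reagent and a 30 min room-temperature hold.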
EPAC2 antagonist = qHTS for Antagonist of cAMP-regulated guanine nucleotide exchange factor 2 (EPAC2): primary screen | Rap guanine nucleotide exchange factor 4 (Homo sapiens), Q8WZA2 | EPAC2 GEF exchange of Rap1B-BODIPY-GDP, fluorescence | Potency, µM (highest dose often 114 µM), inactives show at the highest dose activity, negative = inhibition, actives largely listed as inhibitors | 360,000 compounds, 0.18% hits; note: % is set by controls: 0 for no effect and ±100 for the full control effect; nearly all actives have a fitted effect of over 45% in size; many of its hits are not listed in these tables
Target sequence (Q8WZA2 whole entry, looked up): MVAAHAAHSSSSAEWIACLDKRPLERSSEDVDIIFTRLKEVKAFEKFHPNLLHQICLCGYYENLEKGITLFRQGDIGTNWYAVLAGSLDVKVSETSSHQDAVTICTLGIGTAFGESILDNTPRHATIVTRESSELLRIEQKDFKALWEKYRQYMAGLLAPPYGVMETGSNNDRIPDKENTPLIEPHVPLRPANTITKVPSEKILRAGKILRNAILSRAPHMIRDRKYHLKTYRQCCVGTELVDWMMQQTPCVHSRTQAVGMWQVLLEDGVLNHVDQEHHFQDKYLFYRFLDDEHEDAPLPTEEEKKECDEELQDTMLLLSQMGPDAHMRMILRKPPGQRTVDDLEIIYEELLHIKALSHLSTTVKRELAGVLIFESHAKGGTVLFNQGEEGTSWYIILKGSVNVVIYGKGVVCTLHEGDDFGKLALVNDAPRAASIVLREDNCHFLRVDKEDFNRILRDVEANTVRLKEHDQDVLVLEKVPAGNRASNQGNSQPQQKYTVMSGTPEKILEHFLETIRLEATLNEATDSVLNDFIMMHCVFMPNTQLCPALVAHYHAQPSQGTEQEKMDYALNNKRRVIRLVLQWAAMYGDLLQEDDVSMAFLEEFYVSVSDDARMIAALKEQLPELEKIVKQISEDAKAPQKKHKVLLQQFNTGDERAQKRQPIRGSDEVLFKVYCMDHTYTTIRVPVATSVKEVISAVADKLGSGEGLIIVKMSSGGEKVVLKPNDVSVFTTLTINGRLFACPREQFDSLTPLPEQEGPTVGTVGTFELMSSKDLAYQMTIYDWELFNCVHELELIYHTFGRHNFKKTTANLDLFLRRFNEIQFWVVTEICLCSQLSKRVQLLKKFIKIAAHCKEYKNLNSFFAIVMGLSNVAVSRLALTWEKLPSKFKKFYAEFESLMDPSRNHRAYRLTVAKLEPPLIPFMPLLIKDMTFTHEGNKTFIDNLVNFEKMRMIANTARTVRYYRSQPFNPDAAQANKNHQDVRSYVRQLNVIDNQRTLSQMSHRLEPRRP
HepG2 viability = qHTS for Inhibitors of TGF-b: Cytotox Counterscreen; AID 588856, 2011; Potency, µM (doses to about 46.1 µM), inactives show at the top dose activity change, negative = cytotoxicity, hits mostly cytotoxic; 410,000 compounds, 0.76% hits; HepG2 CAGA-GFP viability, ATP luminescence, 18 h; note: some results filed as inactive show a strong effect at the top dose
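CellTiter-Glo luminescence gave cytotoxicity after 18 hours at 37 degrees C. The cells were HepG2 CAGA-GFP in 1% FBS DMEM, stimulated with 500 pg/mL TGF-beta after compound addition. %Activity was normalised to no-cell wells (complete cell-killing) and DMSO (no toxicity), and curves were fitted and classified.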
S2 tox = Viability Counterscreen for Primary qHTS for Inhibitors of ATXN expression. S2 cells (HEK-293 line with an ATXN2-luciferase reporter) viability, CellTiter-Fluor protease fluorescence, 24 h. Potency, µM (titrated, usually from 56.7 µM), most hits filed as cytotoxic. 400,000 compounds, 0.49% hits; note: nearly all actives have a fitted effect of over 40% in size
TGFb inhibitor = qHTS for Inhibitors of TGF-b; HepG2 CAGA-GFP TGF-b/SMAD3 reporter, GFP fluorescence, 18 h; TGF-beta stimulated, 500 pg/mL final; AID 588855, 2011; 410,000 compounds, 1.2% hits; Potency, µM (doses to about 46.1 µM), inactives show at the top dose activity, negative = inhibition, hits mostly inhibitors; note: % is set by controls: 0 for no effect and ±100 for the full control effect; nearly all actives have a fitted effect of over 65% in size
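Read-out: total well GFP (ex488/em500-530) summed from mean per-cell fluorescence. Cells: HEPG2 CAGA-GFP, 1% FBS DMEM, 18 h at 37 degrees C with 500 pg/mL final TGF-beta. Unstimulated wells served as the full-inhibition control; stimulated DMSO wells = 0%.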
The depositor's hits bear a star; i = inactive; ? = inconclusive; · = not tested or not shown; [ ] = another dose, or the depositor's remark. Calls come from the whole dose curve; as a rule, active = well fitted curve in the direction sought with a large enough effect; inconclusive = small, poorly fitted or top-dose-only effect, or another doubt; inactive = no such curve, though single readings can be large; an effect the other way counts as inactive or inconclusive. Potency is the fitted concentration of half-maximal effect.

Structure	Nrf2 block	MCF10A rereplic	ATXN2 expr inh	A549 viability	Nrf2 ARE act	EPAC2 antagonist	HepG2 viability	S2 tox	TGFb inhibitor
O=C(COc1ccccc1F)Nc1ccc2nc(SCc3ccccc3)sc2c1	-10.3%	·	13.0%	2.0%	2.2%	·	-7.5%	i	-32.2%
CC(C)[C@H](NC(=O)C1CCN(S(=O)(=O)c2ccccc2)CC1)C(=O)NCc1ccncc1	16.8%	-1.6%	1.2%	3.4%	0.4%	6.5%	-10.8%	i	1.1%
O=S(=O)(Nc1ccc(-c2ccc3nncn3n2)cc1)c1cc(F)ccc1F	-8.3%	-5.2%	-1.1%	-5.7%	0.1%	2.1%	-11.7%	i	6.4%
Cc1ccc(C(=O)NCc2ccc3c(c2)OCO3)cc1	4.8%	9.8%	·	9.8%	-0.3%	0.1%	-3.1%	i	-3.3%
COC(=O)Cc1ccc(NC(=S)NN2CCOCC2)cc1	0.1%	0.4%	12.0%	0.1%	-0.6%	7.4%	3.3%	i	-9.6%
CC(C)c1ccccc1NC(=O)COC(=O)/C=C/c1cccc([N+](=O)[O-])c1	5.6%	?	-2.5%	-1.8%	0.4%	6.7%	-0.1%	i	1.6%
Cc1nnsc1C(=O)NNC(=O)c1cccc2ccccc12	-9.3%	-0.9%	-7.6%	0.8%	0.3%	-5.1%	2.7%	i	-3.2%
CSc1nc(N)nc(C2CC2)n1	4.6%	0.8%	1.0%	0.1%	0.0%	8.6%	-16.3%	i	-4.3%
O=C1CSC(c2ccc(Cl)cc2)N1C1CCCCC1 (stereo not drawn)	·	26.3%	-8.4%	-1.5%	-0.5%	-27.9%	-61.9%	i	11.4%
COc1ccc(CNS(=O)(=O)c2ccc3c(c2)CCN3C(=O)C2CCC2)cc1	?	2.5%	1.0%	0.8%	0.2%	0.1%	-4.2%	i	-0.9%
CCC1SC(CC)C(=O)N(CC(=O)Nc2ccc3c(c2)OCO3)C1=O (stereo not drawn)	10.2%	-2.2%	·	-3.7%	0.0%	-10.1%	-4.5%	i	-11.4%
O=C(Nc1cccc(S(=O)(=O)N2CCCCC2)c1)C1CC(=O)N(c2ccc3c(c2)OCCO3)C1 (stereo not drawn)	?	13.2%	-27.2%	-0.8%	-0.3%	-0.8%	-27.5%	i	?
C#CCOCCOCCOCCNc1nc(N2CCN(C(=O)C(Cc3cc4ccccc4[nH]3)n3cc(C(N)Cc4ccc(O)cc4)nn3)CC2)nc(N2CCN(C(=O)C(CCC(=O)O)n3cc(C(N)C(C)CC)nn3)CC2)n1 (stereo not drawn)	0.6%	26.7%	5.8%	3.4%	0.9%	3.1%	1.5%	i	-5.9%
CCCC(=O)Nc1ccccc1NC(=O)c1ccc(OCC)c(OCC)c1	?	-2.5%	-10.6%	1.4%	0.0%	-2.3%	-3.5%	i	-10.1%
CC(OC(=O)c1c2c(nc3ccccc13)/C(=C\c1ccc3c(c1)OCO3)CCC2)C(=O)Nc1ccc(S(N)(=O)=O)cc1 (stereo not drawn)	?	3.26µM*	-28.2%	-11.1%	4.8%	16.6%	-10.2%	i	?
CN(C(=O)CSc1nnc2[nH]c(=O)cc(-c3ccccc3)n12)c1ccccc1	·	·	·	11.5%	-0.8%	·	-12.5%	·	?
CN(C)c1cccc(C(=O)NC2CCCCCC2)c1	23.1%	7.3%	31.1%[activator]	-10.9%	-0.2%	4.8%	-16.9%	i	4.8%
CC1(C)CC(=O)C(C2=NC(C)(C)Cc3ccccc32)=C(O)C1	0.7%	2.4%	5.0%	-1.5%	-1.1%	12.0%	-2.5%	i	-0.3%
COc1cc2nc(COc3ccc(C#N)cc3)n(CC#N)c(=O)c2cc1OC	-15.9%	4.8%	1.0%	-0.1%	2.4%	0.9%	-2.1%	i	5.6%
CC1CCCN(C(=O)C2CCN(Cc3ccc4c(c3)OCO4)CC2)C1 (stereo not drawn)	9.1%	-10.9%	0.0%	1.6%	-0.6%	-4.2%	-6.7%	i	-15.6%

Additional results.
Structure	Nrf2 block	MCF10A rereplic	ATXN2 expr inh	A549 viability	Nrf2 ARE act	EPAC2 antagonist	HepG2 viability	S2 tox	TGFb inhibitor
CC1(C)CC(NCc2ccc3c(c2)OCO3)CCO1 (stereo not drawn)	13.7%	-0.8%	8.2%	1.9%	-0.8%	-0.1%	-3.4%	i	0.1%
C=CCn1c(C)c(C(C)=O)c(SC)nc1=S	-12.0%	10.6%	3.9%	-3.5%	-0.1%	6.6%[57.1 µM]	16.8%	i	6.9%
COc1ccc(OCC(=O)O/N=C(\N)c2ccc(OC)c(OC)c2)cc1	-22.8%	8.2%	1.4%	0.5%	-0.1%	0.5%	-1.0%	i	0.0%
COC(=O)c1cccc(-c2ccc(/C=N/N3C(=O)C4C5C=CC(C6CC56)C4C3=O)o2)c1 (stereo not drawn)	2.0%	-6.6%	-3.4%	1.7%	2.7%	-13.6%	-7.5%	i	1.6%
CN(C)C(CNC(=O)c1ccc(S(=O)(=O)Nc2ccccc2F)cc1)c1ccccc1 (stereo not drawn)	-8.8%	-0.3%	-5.8%	-0.2%	0.0%	-0.1%	-8.1%	i	-3.3%
O=C(NCc1ccccc1)c1cc(=O)c2ccccc2o1	?	4.4%	-10.5%	0.2%	-0.2%	-2.1%	-0.1%	i	-7.7%
CCCCC(=O)NC(c1cccs1)c1cc(Cl)c2cccnc2c1O (stereo not drawn)	?	22.9%	·	-9.3%	-1.0%	20.4%	3.3%	i	0.3%
COc1ccc(-n2c(CNC(=O)COc3ccc(Cl)cc3Cl)n[nH]c2=S)cc1	6.8%	?	·	-10.7%	-0.6%	1.0%	-3.4%	i	5.8%
C[C@H](CO)N1C[C@H](C)[C@@H](CN(C)Cc2ccc(Cl)c(Cl)c2)Oc2c(NS(=O)(=O)c3cccs3)cccc2C1=O	-7.1%	-5.8%	-24.1%	-0.8%	5.1%	-9.9%	-11.4%	?	?
C#CCOCCOCCOCCNc1nc(N2CCN(C(=O)[C@H](CCC(=O)O)n3cc(CN)nn3)CC2)nc(N2CCN(C(=O)[C@H](CCC(=O)O)n3cc([C@@H](N)[C@H](C)CC)nn3)CC2)n1	7.6%	15.9%	-1.5%	-13.6%	-0.7%	7.9%	-16.0%	i	3.6%
Cc1cccc(NC(=O)CCSc2nncn2C)c1	10.8%	8.6%	2.0%	?	0.3%	4.3%	-0.2%	i	-3.9%
COC(=O)C1=C(N)Oc2cc(C)n(CCN3CCOCC3)c(=O)c2C1c1cccnc1 (stereo not drawn)	12.8%	-0.6%	3.9%	-1.2%	0.0%	11.1%	2.8%	i	-0.6%
COc1cccc(C(O)C2OC(=O)c3ccccc32)c1OC (stereo not drawn)	7.9%	-0.4%	-5.4%	5.2%	0.0%	-1.9%	-2.6%	i	0.9%
CC(C)N(CC(N)=O)c1ncnc2sc(-c3ccccc3)cc12	-19.1%	-2.2%	-22.2%	-9.5%	4.0%	4.7%	-20.1%	i	-1.9%
CCN(CC)c1ccc(NC(=O)C2COc3ccc(OC)cc3C2)c(C)c1 (stereo not drawn)	·	·	?	-23.0%	0.7%	·	-33.5%	?	8.91µM*
CC1CCCN(S(=O)(=O)c2ccc(C(=O)Nc3nnc(-c4ccccc4Cl)o3)cc2)C1 (stereo not drawn)	?	?	?	-3.9%	0.5%	-23.1%	-50.7%	i	-6.0%
O=C(NN1C(=O)C2C3C=CC(C4CC34)C2C1=O)c1ccc(Cl)c(Cl)c1 (stereo not drawn)	3.1%	-6.3%	0.6%	0.7%	2.2%	-1.6%	0.5%	i	0.6%
CC1=C(C#N)C(c2ccc(O)cc2)C2=C(CCCC2=O)N1 (stereo not drawn)	3.7%	-0.2%	-3.7%	-7.3%	-0.2%	-10.7%	3.9%	i	14.5%
O=C(COc1ccc2ccc(=O)oc2c1)NC1CCCC1	-1.0%	-0.1%	5.6%	11.9%	2.7%	-2.7%	-2.1%	i	3.9%
COc1ccc(NC(=O)C(C)N2c3cccc4cccc(c34)S2(=O)=O)cc1OC (stereo not drawn)	8.2µM*	8.2µM*	?	-27.6%	0.9%	-0.1%	-26.9%	?	-10.5%
CCOC(=O)c1ccccc1NC(=O)Cn1c(=O)n(Cc2nc(C)no2)c(=O)c2ccccc21	-6.5%	·	·	0.9%	0.8%	·	2.3%	·	-14.0%
Cc1cc(NC(=O)CCC(=O)N(c2ccc(F)cc2)C2(C(=O)NC3CCCCC3)CCCC2)no1	-18.0%	-0.3%	-27.9%	-9.6%	0.1%	4.7%	-4.8%	i	-1.7%
CCCCc1nn2c(=O)cc(COC(=O)c3ccc(NC(=O)c4cccs4)cc3)nc2s1	·	·	·	?	8.9%	·	-24.8%	·	-11.9%

Single records, as listed above:
Record of `CC1=C(C#N)C(c2ccc(O)cc2)C2=C(CCCC2=O)N1` (stereo not drawn) = Nrf2 block = 3.7%; MCF10A rereplic = -0.2%; ATXN2 expr inh = -3.7%; A549 viability = -7.3%; Nrf2 ARE act = -0.2%; EPAC2 antagonist = -10.7%; HepG2 viability = 3.9%; S2 tox = i; TGFb inhibitor = 14.5%
Record of `CC1(C)CC(NCc2ccc3c(c2)OCO3)CCO1` (stereo not drawn) = Nrf2 block = 13.7%; MCF10A rereplic = -0.8%; ATXN2 expr inh = 8.2%; A549 viability = 1.9%; Nrf2 ARE act = -0.8%; EPAC2 antagonist = -0.1%; HepG2 viability = -3.4%; S2 tox = i; TGFb inhibitor = 0.1%

Source: PubChem (National Center for Advancing Translational Sciences (NCATS))

Some of the compounds tested. The share of hits here may be higher or lower than overall.
